Screening data: PubChem, several laboratories
Anthrax LF prot – inhibitors of Bacillus anthracis lethal factor protease; P15917; multiplex microsphere protease cleavage assay, LF; inhibition, % at 10 µM; 360,000 compounds, 0.12% hits; AID 588501; in the data active = inhibition above about 30%; inconclusive = no clear call, values can overlap the other calls; also: plate controls were buffer without enzyme for full effect and enzyme alone for no effect
Target sequence (P15917 whole entry, looked up): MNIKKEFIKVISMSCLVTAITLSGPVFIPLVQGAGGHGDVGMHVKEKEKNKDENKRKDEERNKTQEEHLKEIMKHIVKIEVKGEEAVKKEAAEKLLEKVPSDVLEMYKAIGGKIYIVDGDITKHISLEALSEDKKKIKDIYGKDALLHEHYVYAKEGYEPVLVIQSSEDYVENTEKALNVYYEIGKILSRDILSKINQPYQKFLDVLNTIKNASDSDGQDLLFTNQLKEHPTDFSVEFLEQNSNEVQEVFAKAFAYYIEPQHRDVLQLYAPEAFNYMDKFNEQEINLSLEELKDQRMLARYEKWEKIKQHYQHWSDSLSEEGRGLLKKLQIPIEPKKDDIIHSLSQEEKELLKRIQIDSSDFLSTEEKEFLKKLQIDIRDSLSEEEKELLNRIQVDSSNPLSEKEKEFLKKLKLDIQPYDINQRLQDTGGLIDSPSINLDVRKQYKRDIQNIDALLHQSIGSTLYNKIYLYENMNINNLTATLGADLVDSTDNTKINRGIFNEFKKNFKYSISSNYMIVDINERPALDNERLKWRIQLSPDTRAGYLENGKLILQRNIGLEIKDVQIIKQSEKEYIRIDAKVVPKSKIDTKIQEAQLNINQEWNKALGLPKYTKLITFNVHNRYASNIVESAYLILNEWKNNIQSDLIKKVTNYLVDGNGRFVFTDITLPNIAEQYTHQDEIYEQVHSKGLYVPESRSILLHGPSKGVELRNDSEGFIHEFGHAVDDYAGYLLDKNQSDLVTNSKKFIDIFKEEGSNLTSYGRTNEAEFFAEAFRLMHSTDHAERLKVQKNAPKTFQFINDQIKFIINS
TcdB inh – blocks C. difficile toxin B glycohydrolase activity; P18177; TcdB glycohydrolase enzymatic assay, plate reader; inhibition, % at 9.99 µM; 350,000 compounds, 0.24% hits; AID 652162; in the data active = inhibition above about 10%
Rv3671c protease – inhibitors of M. tuberculosis serine protease Rv3671c; P9WHR9; inhibition, % at 5.96 µM; 320,000 compounds, 0.048% hits; in the data active = inhibition above about 38%;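 also: extracellular domain of Rv3671c used as enzyme; 0% = enzyme with DMSO and 100% = no enzyme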
BH1578 lux ind – quorum light induction in luxS cqsA deficient V. cholerae. V. cholerae BH1578 lux reporter, luminescence, 6 h. activation, % at 18.7 µM. 350,000 compounds, 0.16% hits. AID 588436; in the data active = activation mostly above about 9.7%, no sharp cut-off; inconclusive = no clear call, values can overlap the other calls; inactive = mostly below about 3.7%; also: not every result past the cut was called active; inactives centre near 0; reference of the scale not given here
Yp Topo-I inh – blocks Yersinia pestis topoisomerase I activity | activity, % at 10 µM | 360,000 compounds, 0.064% hits | Y. pestis Topo-I cleavage product accumulation, plate reader; in the data active = activity above about 50%, passing the limit was not always enough; inconclusive = no clear call, values can overlap the other calls; also: inactives centre near 2
MazEF act – MazEF (E. coli) toxin RNase activation | P0AE70 | FAM/BHQ RNA-DNA oligo cleavage fluorescence, 5 h | activation, % at 20 µM | 350,000 compounds, 0.32% hits; in the data active = activation above about 50%
3CLpro inhibitor – SARS-CoV 3CLpro protease inhibition. AID 1706. inhibition, % at 6 µM. 290,000 compounds, 0.14% hits. P0C6X7. recombinant SARS-CoV 3CLpro, quenched FRET peptide cleavage; in the data active = inhibition above about 12%
PriA SSB inh – blocks PriA binding to SSB C-terminal tail; inhibition, % at 33 µM; 430,000 compounds, 0.6% hits; AlphaScreen SSBct-PriA binding, biotinylated peptide; AID 1272365; in the data active = inhibition mostly above about 37%, no sharp cut-off; inactive = mostly below about 20%;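 also: plate controls were negative control peptide for no effect and reference peptide for full effect; strong numbers were not always called active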
PfHsp40 yeast – rescue of PfHsp40-mediated yeast toxicity. 340,000 compounds, 0.68% hits. AID 504582. growth rescue, % at 12.5 µM. S. cerevisiae expressing PfHsp40, growth rescue, ATP luminescence; in the data active = growth rescue above about 28%, passing the limit was not always enough; inconclusive = no clear call, values can overlap the other calls;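 also: yeast W303a lacking pdr1 and pdr3 grown in galactose medium; growth measured after three days at 30 °C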
VHR inh abs – blocks human VHR1 dual specificity phosphatase. P51452. inhibition, % at 13.3 µM. 290,000 compounds, 0.52% hits. AID 1654. recombinant VHR phosphatase, pNPP absorbance; in the data active = inhibition above about 50%; also: some compounds called inactive have numbers as strong as hits
Target sequence (P51452 whole entry, looked up): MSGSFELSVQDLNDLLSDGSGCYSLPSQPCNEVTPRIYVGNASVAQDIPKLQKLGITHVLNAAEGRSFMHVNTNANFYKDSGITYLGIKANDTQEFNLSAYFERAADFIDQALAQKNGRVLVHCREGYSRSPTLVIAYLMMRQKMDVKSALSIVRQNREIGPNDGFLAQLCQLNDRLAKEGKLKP
Active calls of the source: *; i = inactive; ? = inconclusive; . = not tested or not shown; & = joins results of further samples.

SMILES	Anthrax LF prot	TcdB inh	Rv3671c protease	BH1578 lux ind	Yp Topo-I inh	MazEF act	3CLpro inhibitor	PriA SSB inh	PfHsp40 yeast	VHR inh abs
COc1ccc(OC)c(CNC(=O)CCn2nc(C)c3c(C)n(-c4ccccc4)nc3c2=O)c1	1	0.6	-4	-0.1	-5	12	-2	4	0.4	-10
CS(=O)(=O)NN1C(=O)c2ccccc2NC1c1cccs1 (stereo unspecified)	-9	2.4	-4	-0.4	-10	-12	-1	-1	-1.5	16
COc1ccc(C(=O)Nc2ccccc2C(=O)N2CCCCCC2)cc1OC	-5	2.3	-3	i	-9	4	0	-1	0.2	10
OCc1cccc(-c2cnc3c(Nc4cccc(OC(F)(F)C(F)F)c4)nccn23)c1	-12	1.0	.	i	1	.	.	.	.	.
Cc1ccc(-c2noc(CCCC(=O)Nc3cccnc3)n2)cc1	2	.	0	-1.4	9	1	-3	4	-1.1	-29
Cc1cc(N2CCN(C)CC2)nc2ccc(NC(=O)CCC(=O)NCc3ccco3)cc12	3	.	-4	-0.2	-10	6	2	1	0.2	-1
CCOC(=O)N1CCN(c2c(NCc3ccc(F)cc3)c(=O)c2=O)CC1	-4	1.0	-12	i	-4	6	0	-12	-1.0	25
Brc1c(CSc2nncc3ccccc23)nc2ccccn12	1	1.7	2	-1.6	?	1	2	21	0.8	2
CN(Cc1ccccc1)CC(O)CN(C)Cc1ccccc1	-8	-1.6	.	i	0	1	.	-4	-0.5	.
Cc1csc(CNC(=O)CC2C(=O)NCCN2Cc2ccc(F)cc2Cl)n1 (stereo unspecified)	-4	1.0	8	i	0	-9	0	-14	-0.9	24
COc1ccc(C2(O)CCN(C(=O)NC3CCCCC3)CC2)cc1	-1	.	-1	-6.7	5	-1	-6	-4	-0.8	29
CC(C)Oc1ccc(C(=O)NC(=S)Nc2ccc(CN3CCOCC3)cc2)cc1	-2	-3.2	1	-0.4	17	0	2	10	0.6	0
O=C(Cc1ccc(Br)cc1)Nc1cccc(-c2cn3c(n2)SCC3)c1	-9	0.0	-6	1.6	4	-6	11	19&8	-0.3	-16
CCN1C(=O)CSc2ccc(C(=O)NCCCN3CCOCC3)cc21	-5	1.0	1	i	0	7	0	-1	-1.5	10
Cc1cccc(NC(=O)CN(C)C(=O)Cc2ccc(-c3ccccc3)cc2)c1C	-1	0.7	.	0.7	5	-9	.	.	.	.
O=C(NCCCN1CCOCC1)C1CC(=O)N(c2ccccc2)C1 (stereo unspecified)	-6	2.3	2	-0.1	-5	15	4	-8&-12	-2.4	6
CC(C)(C)NC(=O)CSc1nc2cccnc2n1C1CCCCC1	10	2.2	-7	-0.2	28	2	1	-6	-0.9	-5
O=C(NCc1ccc(N2CCCC2=O)cc1)C1CCC(=O)N(Cc2ccccc2F)C1 (stereo unspecified)	0	1.0	3	i	-1	-4	-2	0	-1.2	18
Cc1ccc(S(=O)(=O)N2CCOCC2)cc1C(=O)OCCOc1cccc(Cl)c1	-2	-0.8	5	i	35	-1	.	-17	6.4	.
O=C(NNC(=O)c1ccccc1Cl)c1csc(N2CCOCC2)n1	.	1.4	5	-0.3	3	4	.	-3	1.9	.
CCC1CCCCN1C(=O)N[C@@H](CCSC)C(=O)OC (stereo partly specified)	-1	.	2	.	6	-3	-1	-12	-1.2	14
COC(=O)c1c(NC(=O)CSc2ncnc3c2cnn3-c2ccccc2Cl)sc2c1CCCC2	-4	.	-2	-0.1	3	3	1	-7	-1.4	12
CC(NS(=O)(=O)c1ccc(Br)cc1)C(=O)Nc1nc2ccccc2[nH]1 (stereo unspecified)	3	2.3	0	i	-5	-2	.	-1	0.0	.
COC(=O)c1c(NC(=O)/C=C/C(=O)O)sc(C)c1-c1ccc(C)c(C)c1	1	.	-18	-0.7	2	-1	10	10	-0.1	-5
CCOC(=O)C1CN(S(=O)(=O)c2ccccc2)c2cc(S(=O)(=O)CC)ccc2O1 (stereo unspecified)	3	.	8	-3.2	-3	5	-1	-3	1.7	4
Cc1cccc(N(CC(=O)NCc2ccccc2)C(=O)Cn2nnc(-c3ccc(C)o3)n2)c1	-18	.	-17	i	27	-8	4	-1	-0.4	-38
COC(=O)c1cn(NC(=O)c2cc(OC)c(OC)c(OC)c2)c(=O)c2ccccc12	1	.	-13	3.2	0	-2	1	0	-0.5	19
CCOc1ccccc1N1CCN(S(=O)(=O)c2cccs2)CC1	2	0.4	5	-10	8	-3	3	-12	1.0	2
C=CCNC(=O)Cn1c(=O)c2c(ncn2CCC(C)C)n(Cc2ccccc2)c1=O	0	1.3	3	-0.1	2	-20	0	-3	-0.5	11
CC(C)c1c(C#N)c(N)nc(SCC(=O)c2cc3ccccc3oc2=O)c1C#N	0	.	-15	-2.0	-2	-6	-1	-12	0.3	8
CCOC(=O)CN(C(=O)CN1CCOCC1)c1ccc(Br)cc1	-5	.	4	i	7	8	9	-17	1.1	32
COc1ccccc1NC(=O)c1ccc(NC(=O)CSc2nnnn2C)cc1	0	.	0	1.1	6	11	0	0	1.1	-6
COCCn1c(C)cc(C(=O)CSc2cc(C)c3ccccc3n2)c1C	-6	.	-12	-0.6	8	-3	2	3&15&-4	-0.4	-9
O=C1c2cccc3c(N4CCCCC4)ccc(c23)C(=O)N1c1cccc(O)c1	-2	0.3	-30	-0.3	28	24	0	-36	0.1	33
C=CCn1c(Br)nc2c1c(=O)n(C)c(=O)n2C	-2	0.6	12	-0.4	-4	8	-4	-7	0.4	12
O=C(N/N=C\c1cc2c(cc1Cl)OCO2)c1cccs1	-11	1.7	-11	0.4	3	7	-4	.	0.7	10
Cc1c(N(C)S(=O)(=O)c2cccc(C(=O)NCc3cccnc3)c2)c(=O)n(-c2ccccc2)n1C	-3	-1.2	.	-0.3	3	-4	.	.	.	.
CCN(CC)CC(O)c1ccc2ccc3ccc(O)cc3c2c1 (stereo unspecified)	-3	3.0	.	-8.3	-12	7	.	10	-0.7	.
Cc1ccc(S(=O)(=O)Nc2ccc(-c3ccc4nncn4n3)cc2)cc1	10	0.9	-17	0.0	-2	-2	.	4&-6	-0.5	.
CCOc1ccc(NC(=O)Cc2c(O)c3ccccc3[nH]c2=O)cc1	-17	.	7	-0.3	4	-6	-6	1	0.7	13
CSc1ccc(/C=C/C(=O)OCC(=O)N(C)CCC#N)cc1	-1	2.8	-1	i	-1	-13	0	-13	0.4	5
CN1CCN(NC(=O)NC2CCCCC2)CC1	-1	2.0	-5	-0.2	1	4	-3	-8	-1.3	14
CC1Cc2ccccc2N1C(=O)COC(=O)c1ccc(S(=O)(=O)N(C)C)cc1 (stereo unspecified)	2	.	2	i	13	-4	3	-17	0.1	14
Nn1c(SCC(=O)NC2CCCc3ccccc32)nnc1-c1cccs1 (stereo unspecified)	4	.	3	-6.7	1	-2	1	1	-0.4	25
C[C@H]1CN(CCc2ccccc2)C(=O)[C@@H]1CC(=O)Nc1ccccc1	-5	0.7	.	-0.3	-4	-4	.	.	.	.
O=C(NCCOC(=O)c1ccc(F)cc1)c1ccc(F)cc1	11	0.2	1	-2.8	-3	5	0	-16	1.1	20
CCOc1ccc(-n2c(=O)[nH]cc(C(=O)Nc3ccc(OC)c(OC)c3)c2=O)cc1	-1	0.4	-2	-0.3	1	3	-2	0	-0.2	-15
Clc1ccc(-c2n[nH]c3c2CCC3)c(Cl)c1	0	.	-9	i	-9	-6	8	-5	12	19
COc1ccc(NC(=O)c2ccc3c(c2)NC(=O)CS3)cc1	2	-5.0	0	i	4	7	.	1	1.1	.
COC(=O)c1ccc(CN(c2ccc(C(=O)O)c(O)c2)S(=O)(=O)c2ccc(Cl)c([N+](=O)[O-])c2)cc1	-12	0.6	-88	-0.3	-3	4	6	0	-0.4	.
O=C1CC(N2CCN(C/C=C/c3ccccc3)CC2)C(=O)N1Cc1ccc(N2CCCC2=O)cc1 (stereo unspecified)	-7	.	-3	-2.3	24	-7	-2	-10	0.7	43
CCOC(=O)N1CCN(S(=O)(=O)c2ccc(C(=O)Nc3ccc4c(c3)C(=O)NC4=O)cc2)CC1	-6	0.8	2	-0.2	15	-2	0	-3	-0.7	5
COc1ccc(CCNC(=O)C2CC(=O)N(c3ccccc3)C2)cc1OC (stereo unspecified)	1	.	2	-0.4	-4	3	-7	-11	-0.7	-9
O=C(Nc1nnc(C2CC2)s1)c1cccc(S(=O)(=O)N2CC(c3ccccc3)CC2=O)c1 (stereo unspecified)	-2	0.1	2	-0.1	0	3	0	-18	-0.2	25
COC(=O)c1cn[nH]c1NC(=S)Nc1ccc(C)cc1Cl	0	.	-8	1.4	-5	7	-2	-17	0.9	-15
Cc1cc(C)c(S(C)(=O)=O)c(Oc2cccc(Cl)c2)n1	0	.	0	-0.3	1	3	-2	-11	0.6	2
CCn1c(=N)n(Cc2ccccc2F)c2ccccc21	-2	.	5	-0.6	4	16	2	-3	-0.4	-7
CCNC(=S)NNC(=O)c1cc(-c2cccc(OCC)c2)nc2ccccc12	-4	.	3	-5.6	0	-5	2	19	4.6	15
Cc1ccc(NC(=O)Cn2c(=S)[nH]c3ccccc32)cc1	-2	-0.1	4	-0.8	4	4	4	-7	-0.2	6
CCCOc1ccc(Cn2cnc3ccccc32)cc1	0	1.3	-2	i	36	-4	-3	-8	3.5	13

Quoted at random: three records from the list, in no set order.
SMILES	Anthrax LF prot	TcdB inh	Rv3671c protease	BH1578 lux ind	Yp Topo-I inh	MazEF act	3CLpro inhibitor	PriA SSB inh	PfHsp40 yeast	VHR inh abs
COCCn1c(C)cc(C(=O)CSc2cc(C)c3ccccc3n2)c1C	-6	.	-12	-0.6	8	-3	2	3&15&-4	-0.4	-9
Cc1cc(N2CCN(C)CC2)nc2ccc(NC(=O)CCC(=O)NCc3ccco3)cc12	3	.	-4	-0.2	-10	6	2	1	0.2	-1
Clc1ccc(-c2n[nH]c3c2CCC3)c(Cl)c1	0	.	-9	i	-9	-6	8	-5	12	19

Remaining list, next part.
SMILES	Anthrax LF prot	TcdB inh	Rv3671c protease	BH1578 lux ind	Yp Topo-I inh	MazEF act	3CLpro inhibitor	PriA SSB inh	PfHsp40 yeast	VHR inh abs
COCc1nc(-c2cc(OC)c(OC)c(OC)c2)no1	-5	.	0	-0.3	2	-1	1	-17	-0.7	13
c1ccc(CCc2ccccn2)cc1	2	0.7	.	-1.1	5	2	.	-7	-1.5	.
Cc1snc(SCC(=O)N/N=C(\N)COc2ccc(F)cc2)c1C#N	-9	.	0	-0.4	8	2	2	.	0.7	7
Cc1c(CCO)c(=O)oc2n[nH]c(-c3ccccc3)c12	-2	1.2	2	-0.1	3	-1	0	-3	-1.1	14
COc1ccc(N2C(=O)CC(Sc3ccccc3C(=O)O)C2=O)c([N+](=O)[O-])c1 (stereo unspecified)	-2	-2.6	-1	0.7	1	1	4	11&-8	0.5	12
Cn1ncc(Oc2ccc([N+](=O)[O-])cc2)c(Cl)c1=O	?	0.4	9	-0.6	-1	4	-1	3	.	27
COc1cccc(NC(=O)CN(C)C(=O)c2ccccc2OCc2c(C)noc2C)c1	?	0.9	9	-2.8	9	2	.	-5	0.8	.
COc1cccc(-c2ccc3ncnc(NCc4ccc5c(c4)OCO5)c3c2)c1	-10	-13	-53	i	8	-17	.	5	3.0	.
COc1ccc(CCNS(=O)(=O)c2ccc3c(c2)CC(C)N3C(=O)C2CC2)cc1OC (stereo unspecified)	-5	0.5	.	-5.9	1	1	.	.	.	.

Only part of the results is shown (hit frequency here may not be typical).
